Screening data from PubChem.
inhibitors of VEEV – inhibitors of VEEV TC-83 cytopathic effect, confirmation, Vero cells (AID 588727); inhibition, % at 20 µM, or IC50 in µM where a hit was titrated; actives 0.13% (n = 350,000); Vero cells, VEEV TC-83 cytopathic effect inhibition; higher % means a stronger effect; in the data active = a potency from the dose series; inconclusive = inhibition mostly from about 14% at the one dose, without a potency; inactive = the rest, 99 in 100 with inhibition below about 12%; note: strong numbers were not always called active
H37Rv inhibition – M. tuberculosis growth inhibition, HTS (AID 449762); inhibition, % at 25 µM, or IC50 in µM where a hit was titrated; actives 0.59% (n = 330,000); M. tuberculosis H37Rv growth inhibition, 7H9 media; higher % means a stronger effect; in the data active = a potency from the dose series; inconclusive = inhibition above about 70% without an active follow-up result;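 note: bacterial growth assessed after seven days of incubation; strong numbers were not always called active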
PhoP GFP inhibition – Inhibition of PhoP regulon, Salmonella typhi GFP reporter cells, confirmation, 4 h (AID 1850); actives 0.33% (n = 310,000); one-dose inhibition, % at 50 µM; IC50 in µM for titrated hits; Salmonella Typhi PhoP-promoter GFP reporter, fluorescence, 4 h; higher % means a stronger effect; in the data active = a potency from the dose series; inconclusive = inhibition mostly from about 25% at the one dose, without a potency; inactive = the rest, 99 in 100 with inhibition below about 19%;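 note: 0% = induced wells with vehicle and 100% = uninduced wells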
tuberculosis growth – growth inhibition of non-replicating M. tuberculosis (AID 488890); Mycobacterium tuberculosis non-replicating, growth inhibition; higher % means a stronger effect; inhibition, % at 25 µM; hits with a dose series show IC50 in µM; actives 0.39% (n = 320,000); in the data active = a potency from the dose series; inconclusive = inhibition mostly from about 82% at the one dose, without a potency; inactive = the rest, 99 in 100 with inhibition below about 76%;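 note: plate controls were DMSO cells for no effect and high antibiotic wells for full effect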
H1N1 NS1A inhibition – NS1A inhibition, H1N1 influenza, cell based functional assay (AID 504329) | NS1A functional cell-based assay, percent inhibition; higher % means a stronger effect | inhibition, % at 12.5 µM, or IC50 in µM where a hit was titrated | actives 0.3% (n = 340,000); in the data active = a potency from the dose series; inconclusive = inhibition above about 27% without an active follow-up result; note: strong numbers were not always called active
inhibitors of VEEV 10K pilot screen – further read-out of inhibitors of VEEV, marked with its call; inhibition, %; measured here: 10K pilot screen inhibition
The depositor's hits bear a star; i = inactive; u = inconclusive; x = no result given.

SMILES	inhibitors of VEEV	H37Rv inhibition	PhoP GFP inhibition	tuberculosis growth	H1N1 NS1A inhibition	others
Cc1c(N(CC(=O)O)S(=O)(=O)c2ccccc2)c(=O)n(-c2ccccc2)n1C	1.1%	-3%	-4%	-3%	-10%
O=C(Cc1ccc(NC(=O)C2CCCN(C(=O)C3CC3)C2)cc1)Nc1ccc(C(=O)N2CCOCC2)cc1 (stereo not given)	i	x	x	x	-20%
CC(C)Cc1nnc(NC(=O)CCC(=O)N2CCN(c3ccccn3)CC2)s1	i	9%	-13%	13%	-1%
COC(=O)COc1ccc(S(=O)(=O)Nc2ccc(C(N)=O)cc2)cc1	i	12%	-2%	1%	4%
O=C(c1cc(-c2ccncc2)nc2ccc(Br)cc12)N1CCN(c2ccccn2)CC1	6.2%	-2%	-1%	17%	1%
Cc1csc(NC(=O)CSc2nnc(-c3ccncc3)n2C)n1	2.2%	-3%	-2%	-13%	-3%
COc1ccccc1N1CCN(C(=O)c2ccc(S(=O)(=O)N3CCCCCC3)cc2)CC1	1.7%	-1%	-2%	11%	-1%
CC1CCN(CCC(=O)N/N=C/c2ccc([N+](=O)[O-])cc2)CC1	i	2%	2%	11%	-9%
O=C1c2cc(S(=O)(=O)NCCO)ccc2-c2ccc(S(=O)(=O)NCCO)cc21	1.4%	-1%	-3%	0%	6%
COc1ccc(CSc2nnc(C)s2)cc1F	1.0%	-3%	-3%	8%	-3%
CCN1C[C@@H]2[C@@H]3C(=O)N(Cc4ccccc4)C(=O)[C@@H]3[C@](CC)(C1=O)N2C(=O)c1ccc(Cl)c(Cl)c1	4.9%	x	x	x	-11%
CCOc1ccccc1C1C(C#N)=C(N)Nc2onc(-c3ccccc3)c21 (stereo not given)	2.1%	2%	-2%	-5%	-1%
COc1ccc(S(=O)(=O)N2CCC(C(=O)NCCC(=O)Nc3cccc(OC)c3)CC2)cc1	1.5%	10%	-2%	18%	2%
Cc1ccccc1NC(=O)c1cccc(N2C(=O)C3C4CCC(C4)C3C2=O)c1 (stereo not given)	0.9%	-1%	-8%	4%	-1%
O=C1COc2ccc(S(=O)(=O)NCc3ccc(Cl)cc3)cc2N1	1.0%	1%	2%	0%	-9%
Cc1ccc(OCCNC(=O)C2CCCCC2)cc1	i	-4%	10%	48%	0%
O=C(O)CCNC(=O)/C(=C/c1ccco1)NC(=O)c1ccco1	i	5%	-1%	-7%	-20%
Cc1ccc(C)c(N(CC(=O)NCCc2ccccc2)C(=O)CCC(=O)Nc2ccccn2)c1	1.8%	5%	5%	9%	11%
O=S(=O)(c1ccccc1)N(CC1CO1)c1cccc2ccccc12 (stereo not given)	12%	-1%	-8%	30%	x
O=c1[nH]c2cc(Cl)ccc2c(O)c1-c1cccc(Oc2ccccc2)c1	3.4%	36%	2%	-15%	2%
CCN(CC)S(=O)(=O)c1ccc(C)c(NC(=O)/C=C/c2cccs2)c1	2.0%	2%	0%	-10%	-2%
CCc1nn(C(C)C(=O)Nc2cccc(C)c2C)c(=O)c2cc3occc3n12 (stereo not given)	3.0%	-3%	14%	4%	-8%
O=C1c2ccccc2S(=O)(=O)N1CC(O)COc1ccc(Cl)cc1 (stereo not given)	0.4%	-4%	2%	0%	10%
CN(Cc1ccn[nH]1)C(=O)C1CCC(=O)N(Cc2cccc(C(F)(F)F)c2)C1 (stereo not given)	0.5%	-1%	1%	-12%	0%
COC(=O)C1=C(c2cc3ccccc3s2)C[C@@H]2CC[C@H]1N2C(=O)NCc1cccc2ccccc12	1.7%	-4%	-3%	-6%	12%
c1ccc(C2CC3CC(c4ccccc4)N2O3)cc1 (stereo not given)	0.5%	6%	1%	4%	-4%
CC(C)(C)c1ccc(OCCCC(=O)NC2=NCCS2)cc1	i	23µM*	10%	9.8µM*	1%
COc1cccc(NC(=O)COC(=O)c2ccc(S(=O)(=O)NCc3ccco3)cc2)c1	0.8%	-6%	8%	-1%	4%
O=S(=O)(c1cccc(F)c1)N1CCN(Cc2cc3c(cc2Br)OCCO3)CC1	3.0%	-3%	x	0%	-7%
Cc1nn(C(C)C(=O)NCc2ccco2)c(C)c1[N+](=O)[O-] (stereo not given)	0.1%	-7%	7%	3%	10%
CCOC(=O)c1cc2sccc2n1Cc1ccc(C#N)cc1	i	16%	-1%	12%	27%
COc1ccc(-n2c(SCC(=O)Nc3cccc(C(=O)O)c3)nnc2-c2ccco2)cc1	0.1%	2%	2%	-1%	-4%
Cc1cc(C)c(C)c(S(=O)(=O)Nc2ccccc2C(=O)NCCCN2CCOCC2)c1C	1.6%	6%	-1%	7%	-21%
CCOc1cc(CNc2ccccc2)cc(Br)c1OCc1ccccc1F	4.2%	3%	-12%	10%	11%
CCOc1ncccc1C(=O)NCCc1ccc(OC)cc1	i	9%	-18%	-9%	5%
CC1CCN(C(=O)c2ccc(N3C(=O)c4ccccc4C3=O)cc2)CC1	i	-11%	-3%	-15%	3%
CCC1CCCCN1C(=O)CSc1nnc(-c2ccc(Cl)cc2)o1 (stereo not given)	0.3%	1%	-1%	41%	-1%
Cc1cccc(C(=O)OCC(=O)NC23CC4CC(CC(C4)C2)C3)c1O	2.0%	10%	x	u	-2%
COC(=O)C1=C(CCc2ccccc2)NC(=O)NC1c1ccc(Br)cc1 (stereo not given)	0.7%	1%	6%	26%	10%
COc1cccc(C(=O)NNc2c3ccccc3nc3ccccc23)c1	0.4%	13%	3%	12%	5%

Arranged by length of the SMILES (falling): 14 of the compounds above
SMILES	inhibitors of VEEV	H37Rv inhibition	PhoP GFP inhibition	tuberculosis growth	H1N1 NS1A inhibition	others
COC(=O)C1=C(c2cc3ccccc3s2)C[C@@H]2CC[C@H]1N2C(=O)NCc1cccc2ccccc12	1.7%	-4%	-3%	-6%	12%
Cc1cc(C)c(C)c(S(=O)(=O)Nc2ccccc2C(=O)NCCCN2CCOCC2)c1C	1.6%	6%	-1%	7%	-21%
O=S(=O)(c1cccc(F)c1)N1CCN(Cc2cc3c(cc2Br)OCCO3)CC1	3.0%	-3%	x	0%	-7%
CCc1nn(C(C)C(=O)Nc2cccc(C)c2C)c(=O)c2cc3occc3n12 (stereo not given)	3.0%	-3%	14%	4%	-8%
CCN(CC)S(=O)(=O)c1ccc(C)c(NC(=O)/C=C/c2cccs2)c1	2.0%	2%	0%	-10%	-2%
CC1CCN(C(=O)c2ccc(N3C(=O)c4ccccc4C3=O)cc2)CC1	i	-11%	-3%	-15%	3%
COC(=O)C1=C(CCc2ccccc2)NC(=O)NC1c1ccc(Br)cc1 (stereo not given)	0.7%	1%	6%	26%	10%
Cc1nn(C(C)C(=O)NCc2ccco2)c(C)c1[N+](=O)[O-] (stereo not given)	0.1%	-7%	7%	3%	10%
O=C1c2ccccc2S(=O)(=O)N1CC(O)COc1ccc(Cl)cc1 (stereo not given)	0.4%	-4%	2%	0%	10%
CCC1CCCCN1C(=O)CSc1nnc(-c2ccc(Cl)cc2)o1 (stereo not given)	0.3%	1%	-1%	41%	-1%
CCOc1cc(CNc2ccccc2)cc(Br)c1OCc1ccccc1F	4.2%	3%	-12%	10%	11%
CC(C)(C)c1ccc(OCCCC(=O)NC2=NCCS2)cc1	i	23µM*	10%	9.8µM*	1%
CCOC(=O)c1cc2sccc2n1Cc1ccc(C#N)cc1	i	16%	-1%	12%	27%
CCOc1ncccc1C(=O)NCCc1ccc(OC)cc1	i	9%	-18%	-9%	5%

Retrieved one by one from above:
SMILES	inhibitors of VEEV	H37Rv inhibition	PhoP GFP inhibition	tuberculosis growth	H1N1 NS1A inhibition	others
CCC1CCCCN1C(=O)CSc1nnc(-c2ccc(Cl)cc2)o1 (stereo not given)	0.3%	1%	-1%	41%	-1%
COC(=O)C1=C(CCc2ccccc2)NC(=O)NC1c1ccc(Br)cc1 (stereo not given)	0.7%	1%	6%	26%	10%

Continuation.
SMILES	inhibitors of VEEV	H37Rv inhibition	PhoP GFP inhibition	tuberculosis growth	H1N1 NS1A inhibition	others
CCN(CC(=O)Nc1c(F)cccc1F)C(=O)Cc1ccsc1	i	2%	x	6%	5%
Cn1cc(-c2nnc(-c3ccccc3)o2)c2ccccc21	8.5%	2%	0%	70%	-2%
CCOC(=O)c1sc(NC(=O)/C=C/c2c(F)cccc2Cl)nc1C	i	-8%	-5%	15%	0%
Cc1ccc(-c2ccc(=O)n(Cc3c(F)cccc3Cl)n2)cc1	0.8%	u	4%	41%	0%
COc1cc2cc(CN(Cc3nnnn3Cc3ccco3)C3CCCCC3)c(=O)[nH]c2cc1OC	i	-5%	2%	14%	10%
O=C(O)C(Cc1ccc(OS(=O)(=O)Cc2ccccc2)cc1)NS(=O)(=O)Cc1ccccc1 (stereo not given)	3.4%	x	x	x	3%
Cc1nn(CC(=O)NCc2ccccc2F)c(C)c1[N+](=O)[O-]	0.8%	2%	-4%	22%	3%
Cc1occc1C(=O)NC(C)c1ccc2c(c1)OCO2 (stereo not given)	1.8%	-1%	-4%	16%	4%
Cc1c(NC(=O)c2ccc(Br)o2)cccc1C(=O)O	2.4%	3%	-9%	0%	19%
Cc1ccc(Cl)cc1NC(=O)C1C2CCC(O2)C1C(=O)O (stereo not given)	2.3%	3%	4%	-14%	0%
CCOC(=O)NC(=O)/C(C#N)=N/Nc1ccc(F)cc1	0.6%	-8%	-8%	4%	-7%
CCN(C(=O)CSc1nnc(SC)s1)c1c(N)n(Cc2ccccc2)c(=O)[nH]c1=O	7.9%	-1%	x	12%	1%
Cc1cc(NC(=O)NCC(F)(F)F)no1	2.5%	5%	-8%	-13%	-26%
CC(=O)NS(=O)(=O)c1ccc(NC(=O)c2ccc3c(c2)OCO3)cc1	0.3%	x	x	x	-9%
COc1ccc(C(CNC(=O)c2ccc(-c3nc4ccccc4s3)o2)N2CCCC2)cc1 (stereo not given)	9.0%	16%	x	70%	-2%
Cn1c2c(c(=O)n(C)c1=O)C(NC(=O)c1cccs1)(C(F)(F)F)C(=O)N2 (stereo not given)	i	0%	-1%	-12%	15%
Cc1[nH]c2ccccc2c1-c1csc(NC(=O)CSCCO)n1	6.9%	4%	-5%	-1%	12%
COc1cc(C(=O)OCC(=O)Nc2ccc(F)cc2F)cc(OC)c1OC	2.2%	-14%	-4%	-5%	-8%
CCN(CC)C(=O)C[n+]1cccc(/C=N/O)c1	0.1%	7%	-2%	-30%	-6%
Cc1ccnc(-n2c(C)nc3ccccc3c2=O)c1	5.3%	7%	-16%	-1%	1%
Cn1nc(C(=O)OCC(=O)NCc2ccc(Cl)cc2)c2ccccc2c1=O	1.4%	-3%	x	-10%	-2%
O=C(Oc1cc(Cl)ccc1Cl)C1=CC=CN2CCS(=O)(=O)N=C12	i	-3%	x	7%	-15%
CCC[C@H](CN[C@@H](CNC)[C@H](C)O)NCCc1ccc(OC)cc1	0.3%	5%	-15%	1%	13%
CCCOc1ccc(C(F)(F)F)cc1NC(=O)CCc1c(C)noc1C	i	-3%	x	16%	5%
CCOc1ccc(C2=C/C(=C/c3cccnc3)C(=O)O2)cc1	2.9%	1%	-2%	43%	-18%
O=C(COc1ccc(Cl)cc1)NCc1ccccc1	0.1%	2%	0%	21%	-5%
Cn1c(/C=C/c2ccc(Cl)cc2)nc2ccccc2c1=O	i	37%	-7%	34%	-8%
O=C(CSc1nc2c(c(=O)n1-c1ccc(Cl)cc1)SCC2)NCc1ccco1	5.4%	-2%	-5%	25%	-1%	inhibitors of VEEV 10K pilot screen=3.4
COc1ccc(NC(=O)CSc2ccc(-c3ccccn3)nn2)cc1OC	1.9%	u	7%	u	1%	inhibitors of VEEV 10K pilot screen=1.5
CCC(CC)CN1CCC(CN2C(=O)C(=O)NC[C@@H]2[C@@H](C)CC)CC1	0.1%	x	x	x	-6%
Clc1ccc(-c2nnc(SCc3ccon3)o2)c(Cl)c1	0.1%	u	-4%	u	0%
COc1nc(NCc2cccnc2)nc(NC2CCCCC2)n1	0.1%	-2%	-11%	10%	-10%
CCOc1ccc2ccccc2c1CNc1nnnn1C	0.0%	-6%	-8%	32%	-10%
CC(C)(C)S(=O)(=O)N1C[C@@H]2CC/C=C\C/C(c3ccccc3)=C\2[C@H]1CCO	i	x	x	x	-18%
O=C1CSC(c2ccccc2)N1CC12CC3CC(CC(O)(C3)C1)C2 (stereo not given)	2.4%	-3%	-7%	3%	7%
COc1cc(OC)c2ccc(=O)oc2c1C(CC(=O)N1CCCC1)c1ccc(N(C)C)cc1 (stereo not given)	0.1%	1%	-6%	11%	-2%
CC1Cc2ccccc2N1CC(=O)NC(=O)NC1CCCCC1 (stereo not given)	1.1%	11%	-10%	29%	-7%
CCOC(=O)c1cccnc1SCC(=O)Nc1ccc(C)cc1	0.9%	-8%	1%	26%	-2%
CC(NC(=O)C1CCN(C(=O)Nc2ccccc2)CC1)c1ccc(Cl)cc1 (stereo not given)	0.2%	-2%	x	18%	-4%
